Pol kappa inh: DNA polymerase kappa (human) inhibition. purified Pol kappa, fluorescent DNA synthesis assay, 10 min. Potency, µM (highest dose often 107 µM), for the others: at the highest dose activity, negative = inhibition, actives largely listed as inhibitors. Q9UBT6. 400,000 compounds, 0.53% hits. AID 588579; note: % is set by controls: 0 for no effect and ±100 for the full control effect
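50 nM final substrate added after 15 min RT preincubation of 10 nM Pol kappa with compound; fluorescence read at 0 and 10 min.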
G9a inh: G9a (human) methyltransferase inhibition. 350,000 compounds, 8.8% hits. Potency, µM (titrated, usually from 102 µM), inactives show at the top dose activity, negative = inhibition, most hits filed as inhibitors. Q96KQ7. G9a H3K9 monomethylation, AlphaScreen, 2 h; note: % is set by controls: 0 for no effect and ±100 for the full control effect; nearly all actives have a fitted effect of over 75% in size
Target sequence (Q96KQ7 913-1193 limits assumed): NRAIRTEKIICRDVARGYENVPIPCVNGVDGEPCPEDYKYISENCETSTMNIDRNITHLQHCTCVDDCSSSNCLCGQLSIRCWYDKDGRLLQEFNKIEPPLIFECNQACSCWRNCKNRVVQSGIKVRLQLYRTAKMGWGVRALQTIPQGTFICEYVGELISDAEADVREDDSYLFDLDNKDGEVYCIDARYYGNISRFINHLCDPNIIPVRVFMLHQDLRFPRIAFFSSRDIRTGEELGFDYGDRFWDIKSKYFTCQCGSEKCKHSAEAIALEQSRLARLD
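Step 1: enzyme (final 20 nM) with compound, 15 min RT. Step 2: substrate peptide 500 nM and SAM 20 uM, 2 h RT. Step 3: anti-H3K9me1 antibody and AlphaScreen beads, 10 min, then plate read.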
Pol iota inh: blocks human DNA polymerase iota activity | Potency, µM (top dose mostly 115 µM), for the others: top-dose activity, negative = inhibition, hits mostly inhibitors | 390,000 compounds, 1% hits | Pol iota fluorescent replication assay, 10 min
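Fluorescent replication assay read twice, at 0 min and 10 min after adding 50 nM (final) substrate. Enzyme (10 nM) and compounds were first incubated 15 min at room temperature; enzyme-free buffer wells were negative controls.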
BLM helicase inh: inhibitors of human Bloom syndrome helicase BLM; recombinant BLM DNA unwinding, fluorescence dequenching; P54132; 350,000 compounds, 0.2% hits; AID 2528; Potency, µM (highest dose often 56.1 µM), without a hit: top-dose activity change, negative = inhibition, usual class: inhibitors;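 note: plate controls were vehicle for no effect and no enzyme for full effect; nearly all actives have a fitted effect of over 35% in size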
BAZ2B block: blocks human BAZ2B | Potency, µM (doses to about 114 µM), without a hit: at the top dose activity change, negative = inhibition, most hits filed as inhibitors | Q9UIF8 | AlphaScreen BAZ2B-H3K14Ac peptide displacement | 360,000 compounds, 4.4% hits; note: % is set by controls: 0 for no effect and ±100 for the full control effect; nearly all actives have a fitted effect of over 60% in size
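AlphaScreen displacement: compounds (up to 110uM) incubated 30 min at room temperature with a preformed 50 nM BAZ2B/50 nM biotinylated H3K14Ac peptide complex in PBS pH 7.4 with Tween-20. Donor and acceptor beads at 10 ug/mL final added, 20 min light-protected before reading.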
POLH inh: blocks human DNA polymerase eta activity; recombinant Pol eta, fluorescent DNA replication assay; AID 588591; 390,000 compounds, 1.2% hits; Potency, µM (doses to about 114 µM), without a hit: at the top dose activity change, negative = inhibition, usual class: inhibitors; note: % is set by controls: 0 for no effect and ±100 for the full control effect
Target sequence (Q9Y253 whole entry, looked up): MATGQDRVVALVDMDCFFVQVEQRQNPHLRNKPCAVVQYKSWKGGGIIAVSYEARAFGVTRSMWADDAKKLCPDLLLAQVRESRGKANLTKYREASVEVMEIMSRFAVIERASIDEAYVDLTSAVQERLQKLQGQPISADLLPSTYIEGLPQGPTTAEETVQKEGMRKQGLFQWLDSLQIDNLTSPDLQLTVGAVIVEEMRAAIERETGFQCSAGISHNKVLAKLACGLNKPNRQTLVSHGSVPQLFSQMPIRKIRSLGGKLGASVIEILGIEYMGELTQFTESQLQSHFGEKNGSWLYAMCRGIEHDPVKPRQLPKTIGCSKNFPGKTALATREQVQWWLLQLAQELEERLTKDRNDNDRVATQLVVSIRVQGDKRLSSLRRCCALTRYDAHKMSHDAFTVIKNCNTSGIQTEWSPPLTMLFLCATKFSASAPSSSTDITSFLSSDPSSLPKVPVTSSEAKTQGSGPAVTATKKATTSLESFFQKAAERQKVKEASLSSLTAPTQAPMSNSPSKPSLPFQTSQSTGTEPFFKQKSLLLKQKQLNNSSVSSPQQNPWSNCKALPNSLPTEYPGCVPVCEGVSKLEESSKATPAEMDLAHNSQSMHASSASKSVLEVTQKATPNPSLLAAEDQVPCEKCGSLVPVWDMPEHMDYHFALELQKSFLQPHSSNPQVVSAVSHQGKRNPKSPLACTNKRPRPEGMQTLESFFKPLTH
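Fluorescent replication assay: 50 nM final substrate added after a 15 min room-temperature compound preincubation with 10 nM enzyme. Signal taken at 0 min and again at 10 min.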
APE1 inh: inhibitors of human APE1 endonuclease | P27695 | recombinant APE1, TAMRA/BHQ-2 abasic DNA cleavage fluorescence | Potency, µM (highest dose often 65.8 µM), inactives show top-dose activity change, negative = inhibition, hits mostly inhibitors | 350,000 compounds, 0.35% hits | AID 2517;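 note: plate controls were vehicle for no effect and reference inhibitor for full effect; nearly all actives have a fitted effect of over 55% in size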
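Enzyme (0.75 nM final) and test compound are incubated 15 min at room temperature before adding 50 nM quenched THF abasic-site duplex. Cleavage dequenches TAMRA, followed at 525/598 nm over three reads one minute apart.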
Pol beta inh: inhibitors of human DNA polymerase beta | Pol beta primer extension/strand displacement, fluorescence kinetic | Potency, µM (doses to about 114 µM), for inactives: top-dose activity change, negative = inhibition, usual class: inhibitors | 340,000 compounds, 1.3% hits; note: % is set by controls: 0 for no effect and ±100 for the full control effect
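Human Pol beta at 10 nM; strand-displacement substrate 50 nM final. Compound exposure 15 min at room temperature before start, reaction 10 min at room temperature.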
Apoferritin bind: binds horse apoferritin like a general anesthetic | Potency, µM (doses to about 77.5 µM), without a hit: top-dose activity change, negative = displacement, usual class: inhibitors | apoferritin/1-aminoanthracene competitive binding, fluorescence | 350,000 compounds, 0.074% hits | AID 485281; note: % is set by controls: 0 for no effect and ±100 for the full control effect; nearly all actives have a fitted effect of over 20% in size
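Apoferritin-based anesthetic binding model; compound displacement of fluorescent 1-AMA measured as endpoint fluorescence after 10 minutes at room temperature, scaled to free-ligand and complex controls.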
An asterisk follows results filed as active; ? = inconclusive; . = not tested or not shown; [ ] = dose if it differs, or a comment. Calls come from the whole dose curve; as a rule, active = well fitted curve in the direction sought with a large enough effect; inconclusive = small, poorly fitted or top-dose-only effect, or another doubt; inactive = no such curve, though single readings can be large; an effect the other way counts as inactive or inconclusive. Potency is the fitted concentration of half-maximal effect. Some of the compounds tested. The share of hits here may be higher or lower than overall.

The opening 6 records as a preview:
SMILES | Pol kappa inh | G9a inh | Pol iota inh | BLM helicase inh | BAZ2B block | POLH inh | APE1 inh | Pol beta inh | Apoferritin bind
Cc1nnc(NC(=O)CC23CC4CC(CC(C4)C2)C3)s1 | -7% | -11% | 2% | 1% | 13% | -7% | -11% | 1% | ?
CN1CCN(CC(O)COC(c2ccccc2)c2ccccc2)CC1 (centres undefined) | -14% | -5% | 70%[activator] | 2% | 1% | -8% | 2% | 21% | -5%
CCOc1ccc2ccc(OCC)c(/C=N/n3cnnc3)c2c1 | -12% | 25% | 121%[activator] | 3% | 10% | -18% | 16% | 14% | -11%
COc1ccc(C)cc1-n1nnnc1SCc1csc(C)n1 | -1% | -13% | 2% | -1% | 9% | 2% | -6% | -14% | -7%
CN(Cc1cnn(C)c1)C(=O)c1sc2cccc(Cl)c2c1Cl | -4% | -41%[59 µM] | 4% | -8% | 19% | -1% | ? | 3% | ?
COC(=O)CNc1cc(S(=O)(=O)N2CCCCC2)ccc1Oc1ccc(C(=O)OC)cc1 | -15% | 2% | 21% | -8% | -3% | -8% | -13% | 11% | 47%[activator]

Results, from the start:
SMILES | Pol kappa inh | G9a inh | Pol iota inh | BLM helicase inh | BAZ2B block | POLH inh | APE1 inh | Pol beta inh | Apoferritin bind
Cc1nnc(NC(=O)CC23CC4CC(CC(C4)C2)C3)s1 | -7% | -11% | 2% | 1% | 13% | -7% | -11% | 1% | ?
CN1CCN(CC(O)COC(c2ccccc2)c2ccccc2)CC1 (centres undefined) | -14% | -5% | 70%[activator] | 2% | 1% | -8% | 2% | 21% | -5%
CCOc1ccc2ccc(OCC)c(/C=N/n3cnnc3)c2c1 | -12% | 25% | 121%[activator] | 3% | 10% | -18% | 16% | 14% | -11%
COc1ccc(C)cc1-n1nnnc1SCc1csc(C)n1 | -1% | -13% | 2% | -1% | 9% | 2% | -6% | -14% | -7%
CN(Cc1cnn(C)c1)C(=O)c1sc2cccc(Cl)c2c1Cl | -4% | -41%[59 µM] | 4% | -8% | 19% | -1% | ? | 3% | ?
COC(=O)CNc1cc(S(=O)(=O)N2CCCCC2)ccc1Oc1ccc(C(=O)OC)cc1 | -15% | 2% | 21% | -8% | -3% | -8% | -13% | 11% | 47%[activator]
C=CCn1c(SC(C)CC)nc(O)cc1=O (centres undefined) | -22% | 5% | 3% | -5% | -21% | -12% | -3% | 15% | -20%
Cc1ccc(C)c(OCCCCn2ccnc2)c1 | -5% | ? | 10% | 0% | ? | 5% | 1% | 0% | ?
Cc1cccc(-c2nc(C#N)c(NC3CCCCC3)o2)c1 | -3% | ? | 3% | -9% | ? | -20% | 18% | 24% | -15%
Cc1cc([N+](=O)[O-])nn1Cc1ccc(C(=O)N/N=C/c2ccc(F)cc2)cc1 | -1% | 25% | 35%[activator] | -4% | -7% | -7% | 1% | 0% | -15%
COc1ccc(NC(=O)COc2cccc3c2CCN(Cc2cccnc2)C3=O)c(OC)c1 | -7% | 41%[activator] | -8% | -1% | -12% | -6% | -7% | 3% | -21%
O=S(=O)(c1ccc(C2CCCCC2)cc1)N1CCN(c2ncccn2)CC1 | -3% | -3%[12.7 µM] | 18% | -3% | 6% | 13% | 5% | -3% | -6%
CCOC(=O)N1CCC(NS(=O)(=O)c2ccc(C)c(Cl)c2)CC1 | -10% | -24% | 23% | -2% | -7% | 3% | -3% | -1% | -8%
CCOc1ccccc1NC(=O)CSc1ccc(-c2sc(C)nc2C)nn1 | -11% | ? | -11% | 2% | -27% | -4% | -9% | -17% | ?
O=C(CS(=O)(=O)c1c[nH]c2ccccc12)N1CCCc2ccccc21 | -18% | 24%[59 µM] | 4% | 1% | 0% | -12% | -7% | -2% | -5%
Cc1cc(C=O)c(C)n1-c1ccc(N2CCCCC2)c([N+](=O)[O-])c1 | -1% | 13µM* | -8% | -7% | 40µM* | -21% | -4% | -58% | ?
CCOc1ccc(NS(=O)(=O)c2cc(NC(=O)CCS(=O)(=O)c3ccc(C)cc3)ccc2OC)cc1 | -7% | -2%[59 µM] | 9% | -6% | -8% | -23% | -6% | -4% | -4%
Cc1cc(C(=S)N2CCOCC2)c(C)n1-c1ccc(F)cc1 | -7% | . | -6% | -1% | 45µM* | -22% | 5% | -8% | -9%
O=C(COC(=O)CNC(=O)c1ccc(Cl)cc1Cl)NC(=O)NC1CCCCC1 | -7% | -3% | 31%[activator] | . | 6% | -11% | -9% | . | .
O=C(C1CC1)N1CCc2cc(Br)cc(S(=O)(=O)NCc3ccccn3)c21 | 0% | -47%[12.7 µM] | -4% | 0% | 8% | -9% | 9% | -14% | 5%
O=S(=O)(c1ccccc1)N1CCN(CC(O)COc2ccc3c(c2)CCC3)CC1 (centres undefined) | -16% | ? | 12% | -10% | -22% | -19% | 5% | 2% | -10%
CCCCNCCCOc1cc(Cl)ccc1Cl | -5% | -34%[59 µM] | 5% | -4% | -15% | -6% | 7% | 2% | -10%
O=Cc1c(-c2ccc(F)cc2)nc2ccccn12 | 2% | 18% | -4% | -5% | -1% | 0% | -2% | 10% | -6%
O=C(O)CSc1ncnc2sc3c(c12)CCC3 | -18% | -17% | -6% | -6% | 50µM* | ? | ? | ? | -9%
COc1ccc(C(=O)O)cc1S(=O)(=O)Nc1ccc(C)cc1 | 7% | -38% | -5% | 1% | -9% | -9% | -3% | 1% | 2%
Cc1c(C(=O)NNS(=O)(=O)c2ccccc2)sc(=S)n1C | -2% | 30%[59 µM] | 6% | 2% | ? | -8% | 4% | 47% | 6%
COc1ccccc1-n1nnnc1SCC(=O)N1CCCC1=O | -1% | . | 1% | 0% | -7% | -7% | -9% | 45% | -9%
CCCCn1nc(NC(=O)CC)c2cc3cc(OC)ccc3nc21 | -2% | 33% | 29% | -7% | 31%[activator] | -3% | 37% | 1% | 43%[activator]
COc1ccc([C@@H]2[C@@H]3C(=O)N(C(C)(C)C)C(=O)[C@@H]3[C@]3(CC(C)C)C(=O)N(c4ccccc4)C(=O)N23)cc1 | -6% | 14% | 1% | -5% | -10% | -5% | -9% | 19% | ?
Cc1cnc(NC(=O)Cc2ccccc2Cl)s1 | -2% | 20% | ? | -1% | -19% | -1% | 29% | 10% | -11%
COc1cccc(-n2c(SCC(=O)Nc3cc(C)ccc3C)nc3c(oc4ccccc43)c2=O)c1 | -20% | -4%[59 µM] | 42%[activator] | -5% | 4% | -18% | . | 0% | 0%
CN(C)C(=O)Cn1cnc2c(cnn2-c2ccc(F)cc2)c1=O | -19% | 1% | -14% | -3% | 1% | -5% | 20% | 11% | -5%
CCN(CC)CCn1c(=N)n(CC(=O)c2ccc(Br)s2)c2ccccc21 | -2% | ? | ? | 1% | -19% | -5% | -3% | -1% | 4%
O=C(Nc1ccc(C2CCCCC2)cc1)C1CCN(c2ncccn2)CC1 | 0% | -50% | 7% | 1% | -25% | -2% | 1% | 0% | -8%
CC1(C)CC(=O)C(C=Nc2ccc(O)c(N=CC3=C(O)CC(C)(C)CC3=O)c2)=C(O)C1 | -4% | 20µM* | 47%[activator] | -1% | -14% | ? | -3% | 18% | -11%
Cc1cc(F)ccc1NC(=O)c1ccc2nc(Cc3ccccc3)oc2c1 | -5%[60.1 µM] | -12%[59 µM] | 24% | 0% | -2% | -25% | . | -19% | -15%
O=C(COC(=O)c1ccc2c(c1)C(=O)N(Cc1ccncc1)C2=O)Nc1cccc2ccccc12 | -12% | ? | -5% | -7% | -35% | -22% | -2% | -17% | -9%
CC(NC(=O)c1cccnc1)C(c1cccs1)N1CCN(c2ccccc2F)CC1 (centres undefined) | -5% | 0% | -17% | -2% | -24% | -14% | -1% | 4% | 8%
COc1ccc(N2CC(C(=O)Nc3nc4ccc(S(C)(=O)=O)cc4s3)CC2=O)cc1 (centres undefined) | -10% | 28µM* | ? | -18% | ? | ? | 31% | ? | -16%
O=C(CN1C(=O)COc2ccc(Cl)cc21)NC1CC1 | -11% | . | 0% | -1% | -3% | 6% | 13% | 28% | 0%
O=C(CN1C(=O)c2ccc([N+](=O)[O-])cc2C1=O)Nc1cc(S(=O)(=O)N2CCOCC2)ccc1Cl | 11% | 5%[0.501 µM] | 12% | . | -1% | -7% | -11% | . | .
OCCN1CCN(CC(O)COc2ccc(-c3ccccc3)cc2)CC1 (centres undefined) | -4% | 9%[59 µM] | 7% | -10% | ? | -7% | 1% | 9% | ?
O=C(Nc1cccc2cccnc12)c1ccccc1[N+](=O)[O-] | 5% | -35%[59 µM] | 29% | -1% | 2%[57.1 µM] | -17% | . | 0% | -7%
O=C(O)CN1C(=O)C(=O)N(Cc2ccc(Cl)c(Cl)c2)C1=O | -6% | ? | 32%[activator] | -3% | ? | -13% | 14% | -4% | -15%
COCC(=O)Nc1ccc2c(c1)OCC(=O)N2Cc1ccccc1F | 17% | 12% | 4% | -2% | 7% | -10% | 18% | 8% | 0%
CC1(C)C=C(c2ccc(C(=O)O)s2)CC(C)(C)N1 | -10% | 9%[59 µM] | -2% | 0% | 12% | -17% | 7% | 3% | 11%
C=CCn1c(SCC(=O)N2CC(=O)Nc3ccccc32)nc2scc(-c3cccs3)c2c1=O | -8% | -13%[12.7 µM] | ? | -10% | -29% | 5% | -7% | 3% | -14%
COc1ccc2cc(CN(CC3CCCO3)C(=O)Nc3ccccc3)c(=O)[nH]c2c1 (centres undefined) | 0% | . | ? | -4% | -7% | -22% | 18% | 43% | -6%
CCN(C(=O)c1cc(S(=O)(=O)N2CCc3ccccc32)cn1C)c1cccc(C)c1 | -1% | -4%[59 µM] | 24% | -7% | -4% | -20% | . | -1% | 237%[activator]
CCOC(=O)C1=C(C)Nc2ncnn2C1c1cccnc1 (centres undefined) | -11% | -2%[12.7 µM] | 23% | 0% | -3% | 6% | -1% | 33% | -12%
CCOC(=O)[C@H](Cc1ccc(O)cc1)NC(=O)c1ccccc1 | 20%[60.1 µM] | . | . | 2% | . | . | -1% | . | 3%
Cc1ccc(C(=O)Nc2nc(-c3nnn(-c4cccc(C(F)(F)F)c4)c3C)ns2)cc1 | 4% | -9%[59 µM] | 18% | -1% | 2% | 10% | . | 17% | -2%
Cc1cccc(Nc2ncnc3ccc(Br)cc23)c1 | -8% | 70%[activator] | -14% | -2% | 6% | -9% | 0% | -2% | -11%
